From PubChem
RBX1-CUL1 inh: inhibitors of human ROC1-CUL1 ubiquitin ligase activity; P62877+Q13616; in vitro K48 di-Ub FRET, acceptor:donor ratio, 45 min; inhibition, % at 10 µM; hit rate 0.6% among 140,000; AID 1347404; in the data active = inhibition above about 25%
Target sequence (P62877 whole entry, looked up): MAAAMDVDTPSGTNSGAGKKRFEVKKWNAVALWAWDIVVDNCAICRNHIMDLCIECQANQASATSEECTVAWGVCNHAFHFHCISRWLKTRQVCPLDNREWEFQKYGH
Target sequence (Q13616 whole entry, looked up): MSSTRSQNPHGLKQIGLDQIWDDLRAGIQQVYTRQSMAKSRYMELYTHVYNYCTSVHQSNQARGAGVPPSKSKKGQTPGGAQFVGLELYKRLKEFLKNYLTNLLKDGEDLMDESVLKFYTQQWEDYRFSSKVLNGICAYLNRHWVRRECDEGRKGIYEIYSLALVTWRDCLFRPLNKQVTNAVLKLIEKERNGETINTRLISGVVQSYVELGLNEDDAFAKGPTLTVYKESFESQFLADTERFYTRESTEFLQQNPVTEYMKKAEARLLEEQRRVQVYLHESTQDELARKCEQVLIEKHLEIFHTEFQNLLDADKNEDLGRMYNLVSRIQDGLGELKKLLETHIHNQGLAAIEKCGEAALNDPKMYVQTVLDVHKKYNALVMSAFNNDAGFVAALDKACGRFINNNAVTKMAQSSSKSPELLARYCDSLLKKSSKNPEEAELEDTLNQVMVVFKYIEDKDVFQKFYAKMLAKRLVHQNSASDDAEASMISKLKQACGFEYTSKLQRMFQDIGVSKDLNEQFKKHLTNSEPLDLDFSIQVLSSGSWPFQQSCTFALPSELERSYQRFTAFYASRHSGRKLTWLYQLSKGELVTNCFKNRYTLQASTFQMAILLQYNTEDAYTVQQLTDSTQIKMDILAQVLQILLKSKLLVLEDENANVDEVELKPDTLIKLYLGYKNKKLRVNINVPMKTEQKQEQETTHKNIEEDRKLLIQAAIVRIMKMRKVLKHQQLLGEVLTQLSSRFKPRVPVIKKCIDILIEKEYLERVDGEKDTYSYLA
* = called active by the depositor. Not all compounds are listed, so the mix of outcomes need not match the whole.

Compound,RBX1-CUL1 inh
CCOC(=O)C1(Cc2cccc(Cl)c2)CCCN(C(=O)c2cnsn2)C1 (stereo unspecified),3.2
CC1=Nc2nc(SCc3ccccc3C)nn2C(c2ccc(C)cc2)C1C(=O)Nc1ccccc1 (stereo unspecified),0.8
O=C(c1ccccc1)c1cccc[n+]1[O-],-6.6
Cc1ccc(O)c(NC(=O)CCSc2nc(-c3ccco3)cc(C(F)(F)F)n2)c1,0.2
O=[N+]([O-])c1cc(-c2ccn[nH]2)cs1,6.5
O=C(NCCc1csc(-c2ccc(F)cc2)n1)c1ccco1,-4.4
COc1cc(C)c(Cl)cc1S(=O)(=O)N1CCCCC1C (stereo unspecified),1.1
Cc1ccc([N+](=O)[O-])cc1NC(=O)CSc1nnc(Cc2ccccc2)n1C,7.0
COc1cc(NC(=O)c2ccc(OC(C)C)cc2)ccc1NC(=O)C(C)C,4.0
COc1ccc(C(=O)N2CCN(C(=O)COc3ccc(C)cc3)CC2)cc1OC,0.3
CNC(=O)c1ccc(C2CCCN2C(=O)CCc2nc3ccccc3[nH]2)s1 (stereo unspecified),-3.3
COc1cccc(C(=O)Nc2cccc(Cl)c2)c1OC,6.5
CN(C)c1ccc(/C=C2\CCC(C3=CCCC3)=C2N2CCOCC2)cc1,5.1
COc1nc(OC)nc(Oc2cccc([N+](=O)[O-])c2)n1,-1.7
COCCn1cnc2cc(NC(=O)C3CCCCC3)cc(C(=O)N3CCC(c4ccccc4)CC3)c21,-4.6
CCOC(=O)c1ccc(NC(=O)C2CCN(S(=O)(=O)c3ccc4c(c3)CCCC(=O)N4)CC2)cc1,14.2
Cc1nc(C2CCN(C3CCSC3)CC2)cc(=O)[nH]1 (stereo unspecified),-4.8
CCOc1cc(C2C3=C(CC(c4ccc(OC)c(OC)c4)CC3=O)N=C(C)C2C(=O)OC2CCCC2)cc(Br)c1O (stereo unspecified),-5.9
Cc1cccc(NC(=O)c2ccc(C3SCC(=O)N3CCc3ccccc3)cc2)c1C (stereo unspecified),4.4
CC(=O)c1ccc(NC(=O)c2cc(-c3ccc4c(c3)OCO4)on2)cc1,-8.7
CCN1CCN(C2(C(=O)N(C)Cc3ncc(C)[nH]3)Cc3ccccc3C2)CC1,-0.9
COc1ccccc1CNC(=O)CCn1c(=O)c2ccccc2n(CC(=O)Nc2cc(Cl)ccc2C)c1=O,-11.8
CCc1ccccc1NC(=O)C1CCN(C(=O)c2ccccc2F)CC1,-3.0
CC(C)C(=O)Nc1ccc(NCc2cccs2)cc1,8.7
COc1ccc(CCNC(=O)Cn2c(=O)c3cccn3c3ccc(F)cc32)c(OC)c1,-2.0
CC1CC(CC(C)C(=O)Nc2cc(Cl)ccc2Cl)C(=O)O1 (stereo unspecified),3.5
COc1ccc(-c2nn(-c3ccccc3)cc2C2NC(=O)N=C(C)C2C(=O)OC(C)C)cc1OC (stereo unspecified),3.9
Cc1ccc(S(=O)(=O)c2nnn3c2nc(NC(C)C)c2sccc23)cc1,1.6
COC(=O)c1cccc(N2C(=O)C3C4CC(C(Br)C4Br)C3C2=O)c1 (stereo unspecified),0.8
COc1ccc(NC(=O)[C@H](COCc2ccccc2)NC(=O)OC(C)(C)C)cc1,-5.0
CCOC(=O)Cn1c(=O)cc(C(F)(F)C(F)(F)F)c2c(C)nn(CC)c21,-11.2
CCN(CC)CCNC1CCCc2c1[nH]c1ccc(C)cc21 (stereo unspecified),6.3
CC(C)(C)c1ccc(O)c(NC(=S)NC(=O)Cc2ccc(Cl)cc2)c1,2.8
Cc1noc(C)c1C(=O)NCc1cccc(Br)c1,3.8
N=c1c(C(N)=O)cc(C(=O)c2ccccc2)nn1-c1ccccc1,9.0
COc1cc(OC)c(NC(=O)Cc2ccc(-n3c(C)nc4cccnc43)cc2)cc1Cl,-5.9
Cc1ccccc1NC(=O)CCC1C=CC=CC1 (stereo unspecified),3.4
Cc1ccc(C(=O)NCc2ccc(N(C)C)cc2)cc1NC(=O)c1nsc2ccccc12,5.0
O=C(NCC(c1cccs1)S(=O)(=O)c1cccs1)c1cccc(F)c1 (stereo unspecified),-4.7
Cc1cc(Br)ccc1OCC(=O)NNC(=O)c1ccc(Cl)cc1Cl,9.0
COc1cc(C)c2c(c1)oc(=O)c1ccccc12,-0.9
CCN(CC)C(=O)c1cc(-c2cn[nH]c2)nc2ccc(Cl)cc12,0.5
CC(NS(=O)(=O)c1cccc(S(=O)(=O)c2ccc(Cl)cc2)c1)C(=O)O (stereo unspecified),-3.8
COc1ccccc1N=C1SC(C(=O)Nc2ccccc2OC)CC(=O)N1C (stereo unspecified),1.5
CC(C)c1nn2c(=O)cc(COC(=O)c3ccccc3NC(=O)c3cccc(Cl)c3)nc2s1,-11.8
Cc1ccc(-c2nnc(Nc3cccc(Cl)c3)c3ccccc23)cc1S(=O)(=O)N1CCCCC1,2.4
O=C1CCC(CCNCc2cc3c(cc2Cl)OCO3)N1CC(c1ccccn1)N1CCOCC1 (stereo unspecified),4.0
Cc1nc2ccc(C(F)(F)F)cc2[nH]1,-8.9
O=[N+]([O-])c1ccc(CSc2nc3ccccc3[nH]2)cc1,-5.0
CC(NC(=O)c1ccccc1NC(=O)c1nsc2ccccc12)c1ccccc1 (stereo unspecified),3.9
O=S(=O)(c1ccc(Cl)cc1)N1CCN=C1c1ccccc1,-8.0
Cn1cnnc1SCC(=O)Nc1ccc(-c2nc(-c3ccccc3)c3cc(NC(=O)CSc4nncn4C)ccc3n2)cc1,6.0
CCCOc1ccc(/C=N/NC(=O)c2cc(C)[nH]n2)cc1OC,3.5
COc1ccccc1NC(=O)C1C(C)=Nc2nc(SCc3ccccc3Cl)nn2C1c1ccccn1 (stereo unspecified),-8.4
CN1CCCCC1CCNC(=O)c1ccc(NCc2ccc3c(c2)OCO3)nc1 (stereo unspecified),3.6
CCOc1ccccc1NC(=O)c1c(C)noc1C,10.0
Cc1csc2nc(COc3cccc(NC(=O)c4ccccc4F)c3)cc(=O)n12,-5.4
Cc1ccc(N2C(S)=C(C#N)C(=O)NC2c2cccs2)cc1 (stereo unspecified),-5.0
O=C(N=C(C(=O)N1CCCCC1)C(Sc1ncccn1)c1ccccc1)c1ccccc1 (stereo unspecified),-3.6
COC(=O)C1CSC(=S)N1C(=O)c1ccccc1 (stereo unspecified),5.1

5 entries from above, ordered by molecular weight, lowest first:
Compound,RBX1-CUL1 inh
Cc1nc2ccc(C(F)(F)F)cc2[nH]1,-8.9
CCOc1ccccc1NC(=O)c1c(C)noc1C,10.0
N=c1c(C(N)=O)cc(C(=O)c2ccccc2)nn1-c1ccccc1,9.0
CCN(CC)C(=O)c1cc(-c2cn[nH]c2)nc2ccc(Cl)cc12,0.5
Cn1cnnc1SCC(=O)Nc1ccc(-c2nc(-c3ccccc3)c3cc(NC(=O)CSc4nncn4C)ccc3n2)cc1,6.0

Returning to the listing with the two entries that preceded the break.
Compound,RBX1-CUL1 inh
O=C(N=C(C(=O)N1CCCCC1)C(Sc1ncccn1)c1ccccc1)c1ccccc1 (stereo unspecified),-3.6
COC(=O)C1CSC(=S)N1C(=O)c1ccccc1 (stereo unspecified),5.1
C=CCc1ccccc1OCC(O)CN1CCCC(C)C1 (stereo unspecified),1.1
Cc1ccc(CSc2ncn[nH]2)cc1,0.8
Cc1c(C(=O)NC2CCS(=O)(=O)C2)nnn1-c1ccccc1 (stereo unspecified),5.2
CC(C)COC(=O)c1cccc2c1-c1ccccc1/C2=N\O,2.6
CCCCNC(=O)c1nnn(-c2ccccc2)c1CCC,6.6
COc1ccc(CC(=O)N/N=C/c2c(C)[nH]n(-c3ccccc3)c2=O)cc1OC,-7.4
Cc1cc(C)cc(-n2ccn(CC(=O)Nc3ccccc3F)c(=O)c2=O)c1,0.3
Cc1cc2nc(N3CCC(C(=O)NCC4COCCO4)CC3)nc(C)c2cc1C (stereo unspecified),-3.2
Cc1nn(-c2ccccc2)c(Cl)c1C1C2=C(CC(C)(C)CC2=O)OC(=N)C1C#N (stereo unspecified),4.7
Cc1cc(Br)cc(N=Nc2cccc3ccccc23)c1O,-13.6
CCCSc1oc(-c2cccs2)nc1S(=O)(=O)c1ccc(C)cc1,-5.4
Cc1cnn(CCC(=O)NNC(=S)Nc2ccccc2)c1,2.5
CCOc1ccccc1NC(=O)Nc1ccc(F)cc1,10.4
CCOc1ccc(CCNC(=O)c2ccc3c(c2)N(Cc2ccccc2F)C(=O)c2ccccc2S3=O)cc1OCC (stereo unspecified),6.9
CCN1CCN(C(=O)CCC2CCN(C(C)CSC)CC2)CC1 (stereo unspecified),-3.7
C#CCN(C(=O)CCc1nnc(-c2ccc3c(c2)OCO3)o1)C1CCCCC1,-4.1
Cc1ccc(Cc2nc3ccccc3nc2SCC(=O)NCCc2ccccc2)cc1,2.9
CC/C(Cc1ccccc1)=N/NC(=O)CNC(=O)c1ccc(Cl)cc1Cl,-7.7
O=C(Cn1cnnn1)N1CCCC(CCc2c(F)cccc2F)C1 (stereo unspecified),-7.4
O=C(/C=C/c1ccc(F)cc1)Nc1nonc1NC(=O)/C=C/c1ccc(F)cc1,-6.0
CCCCN1C(=O)C(C=Nc2ccc(Cl)cc2)C(=O)N(Cc2ccco2)C1=O (stereo unspecified),-4.3
COc1cccc(C(=O)c2cn(CC(=O)NCCc3ccccc3)c3nc(C)ccc3c2=O)c1,0.7
CC(C)c1ccc2c(c1)C(O)Cc1cc(Br)ccc1S2 (stereo unspecified),-10.4
COc1ccc(NC(=O)CSc2nc(-c3ccco3)nc3cc(=O)[nH]n23)cc1,0.5
CCc1ccc(OC)c(S(=O)(=O)N2CCN(c3ccc(OC)cc3)CC2)c1,2.4
CCCOc1ccc(C2c3c(-c4ccccc4O)n[nH]c3C(=O)N2Cc2cccnc2)cc1 (stereo unspecified),1.3
O=C1/C(=C/c2cccc(OCc3cccc4ccccc34)c2)Sc2ccccc21,4.4
CCCCCc1c(C)nc(SCc2ccccc2Cl)[nH]c1=O,7.9
CC(C)CCn1c(C(O)c2ccccc2)nc2ccccc21 (stereo unspecified),5.9
COc1ccccc1CCNC(=O)c1ccc2c(c1)c(C)c(C)n2C,2.1
CCN1CCN(Cc2nc(N)nc(N3CCOCC3)n2)CC1,7.2
O=C(CSc1nnc(Cc2ccccc2)n1-c1ccccc1)c1ccc(Cl)cc1,-13.2
O=S(=O)(Nc1ccncc1)c1ccc(-c2ccc(Cl)cc2)cc1,3.3
COc1ccc(-c2noc(-c3ccc(N4CCN5CCCC5C4)nc3)n2)cc1 (stereo unspecified),8.5
Cc1ccc(-n2ncc(C(=O)N3CCN(c4cccc(C)c4)C(C)C3)c2C2CCN(C(=O)OC(C)(C)C)CC2)cc1 (stereo unspecified),-2.6
CCN(CC)c1nc(N(CC)CC)[nH]c(=O)n1,-2.9
Cc1ccc2c(c1)-c1c(c(C(=O)NCCc3ccccc3)nn1C)CS2,-5.6
CC(C)N(Cc1ccccc1)C(=O)c1cc2ccc3cccnc3c2[nH]1,6.4
COc1cc(OC)c2nc(-c3cc4c(c(OC)c3)OCCN(C(=O)Cc3cc(OC)c(OC)c(OC)c3)C4)cc(C)c2c1,12.9
CC(=O)Nc1ccc(-c2nnc(SCC(=O)Nc3ccc(Br)cc3Cl)n2C)cc1,6.5
CC(C)CNS(=O)(=O)c1ccc(OCC(=O)Nc2cccc(F)c2)cc1,-7.0
N#Cc1c(NC(=O)CSc2nnc(N)s2)sc2c1CCCCCC2,-3.3
COc1ccc(OCC(=O)Nc2ccc3nn(-c4ccc(OC)cc4)nc3c2)cc1,0.9
CCCC(NS(=O)(=O)c1ccccc1)C12CC3CC(CC(C3)C1)C2 (stereo unspecified),4.9
Cc1cc(Br)ccc1NC(=O)COc1cc(=O)n(C)c2ccccc12,2.3
CCC(=O)N1c2ccccc2-c2nnc(SC)nc2OC1c1ccc(C(=O)OC)cc1 (stereo unspecified),-7.4
CCC(Oc1ccccc1F)C(=O)Nc1ccccc1Cl (stereo unspecified),5.0
Cc1nc2scc(-c3ccccc3)c2c(=O)n1N=C1C=CC(=O)C=C1,-10.8
O=C(O)c1cc([N+](=O)[O-])c(Nc2ccccc2O)c([N+](=O)[O-])c1,5.7
Cc1cc(O)ccc1C1(c2ccc(O)cc2C)OC(=O)c2ccccc21,4.4
COc1cccc(CNC(=O)c2ccc(NC(=O)N3CC(C)Sc4ccccc43)cc2)c1 (stereo unspecified),2.9
COc1ccc(Cc2nn3c(=O)c4ccccc4nc3n(N)c2=O)cc1,-5.3
COc1ccc(C2C3=C(CCCC3=O)OC(=N)C2C#N)cc1OCc1ccc(Cl)cc1 (stereo unspecified),4.6
CC(c1ccccc1)C1C2=C(CC(C)(C)CC2=O)OC(=N)C1C#N (stereo unspecified),4.5
Clc1ccccc1-c1nc(Nc2ccccc2)nc2ccc(Br)cc12,5.2
CCC1CCCCN1C(=O)C1CC(=O)N(c2cccc(C)c2)C1 (stereo unspecified),-1.3
CC(C)Oc1ccccc1C(=O)Nc1ccccc1F,5.0
CCN(C(=O)c1cc2c(=O)n3cccc(C)c3nc2n1C)c1cccc(C)c1,9.3
O=C(CSc1nnc(-c2ccncc2)n1-c1ccccc1)Nc1ccc(F)cc1,6.3
COc1ccc(-c2c(C(C)=O)c(C)nc3sc4c(=O)[nH]nnc4c23)cc1,8.0
Cc1ncc(CN2CCCC(Nc3ccc(C)c(C)c3)C2)s1 (stereo unspecified),8.5
Cc1nc(CCNC(=O)C2CC(=O)OC23CCCC3)cc(=O)[nH]1 (stereo unspecified),-4.1
CC(C)C12CN3CC(C(C)C)(CN(C1)C3c1ccco1)C2=O (stereo unspecified),-2.9
